Source: PubChem BioAssay (several laboratories)
AddAB inh – growth inhibition of E. coli expressing H. pylori AddAB, primary screen, AddAB inhibitor project, absorbance; inhibition, % at 11.9 µM; 330,000 tested, 0.29% active; in the data active = inhibition above about 12%;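 note: 0% = vehicle wells of infected cells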
Ecoli viability – E. coli V3065 growth inhibition, primary screen, counter-screen for AddAB inhibitor project, absorbance, OD600. 18 h. inhibition, % at 11.9 µM. 330,000 tested, 0.27% active;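 active = inhibition above the campaign's mean inhibition across all tested compounds plus 3 SD, cut at about 9.9% in these data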;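 note: uninfected addAB+ strain grown without phage in ampicillin broth; 0% = DMSO wells and 100% = ciprofloxacin 0.95 µg/ml wells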
Arr AP2 block – inhibitors of beta-arrestin/AP2 binding, primary screen, biochemical, GPCR trafficking, flow cytometry | beta-arrestin 1 C-terminal peptide binding to AP2 beta2-adaptin appendage (human) | FITC-arrestin peptide / GST-AP2 beads; AP2 beta2 appendage carries R879A mutation | inhibition, % at 10 µM | 340,000 tested, 0.31% active | AID 504490, 2011;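 active = inhibition above a set limit, near 3 SD of compounds lacking own fluorescence, cut at about 54% in these data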;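 note: plate controls were DMSO wells for no effect and 5 µM unlabelled arrestin peptide for full effect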
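System: GST-AP2 R879A glutathione beads | Also added: FITC-arrestin peptide, 50 nM | Times: 12 min plus 1 h, RT | Signal: Bead flow cytometry, FITC channel | Buffer or medium: PBS with 0.05% Tween 20 and 0.1% BSA | Read-out basis: Percent drop in bead-associated FITC signal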
MOR-DOR ag – agonists of OPRM1-OPRD1 heterodimerization, primary screen, cell-based, luminescence | Mu-type opioid receptor (Homo sapiens) + Delta-type opioid receptor (Homo sapiens), … | 340,000 tested, 0.3% active | AID 504326, 2011 | cells | activation, % at 9.3 µM; in the data active = activation above about 18%;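 note: 0% = vehicle-treated cells and 100% = reference agonist; values of inactives mirror those of a sister screen read the other way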
Target sequence (P35372 whole entry, looked up): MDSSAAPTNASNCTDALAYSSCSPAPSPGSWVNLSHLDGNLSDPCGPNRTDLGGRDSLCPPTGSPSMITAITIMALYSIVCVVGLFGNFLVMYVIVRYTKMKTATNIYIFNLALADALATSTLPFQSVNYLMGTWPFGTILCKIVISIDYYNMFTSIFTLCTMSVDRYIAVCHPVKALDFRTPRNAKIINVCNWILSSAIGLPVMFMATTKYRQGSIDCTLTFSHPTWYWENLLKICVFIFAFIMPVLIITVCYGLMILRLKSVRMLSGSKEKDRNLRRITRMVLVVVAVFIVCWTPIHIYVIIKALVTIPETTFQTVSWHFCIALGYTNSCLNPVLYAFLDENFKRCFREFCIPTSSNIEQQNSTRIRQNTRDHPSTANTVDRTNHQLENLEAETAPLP
Target sequence (P41143 whole entry, looked up): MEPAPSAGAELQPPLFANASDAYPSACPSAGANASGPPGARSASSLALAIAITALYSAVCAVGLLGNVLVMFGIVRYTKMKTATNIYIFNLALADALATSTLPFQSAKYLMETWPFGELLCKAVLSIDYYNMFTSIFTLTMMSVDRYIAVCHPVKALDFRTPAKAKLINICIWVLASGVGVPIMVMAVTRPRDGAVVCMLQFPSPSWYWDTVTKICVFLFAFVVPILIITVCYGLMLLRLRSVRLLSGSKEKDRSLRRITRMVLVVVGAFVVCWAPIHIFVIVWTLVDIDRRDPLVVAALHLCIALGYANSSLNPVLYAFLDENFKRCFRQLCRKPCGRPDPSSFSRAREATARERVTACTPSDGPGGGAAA
Mot1-301 SUMO – yeast Mot1-301 growth rescue at high temperature, primary screen, SUMOylation pathway inhibitor project, S. cerevisiae, ATP luminescence, 38.5C. S. cerevisiae Mot1-301 growth rescue; percent above DMSO median, 100 means doubled. growth rescue, % at 18.8 µM. 320,000 tested, 1% active;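 active = every valid replicate shows activation above 250% relative to neutral control wells; inactive = the rest, any valid replicate at or below 250%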;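 note: OY570 slx delta 5 strain wells were the positive control but not used for scaling; some compounds called inactive have numbers as strong as hits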
phage Ecoli inh – growth loss of phage-infected E. coli, primary screen, RecBCD inhibitor project, absorbance, with phage, HTS. inhibition, % at 11.9 µM. 360,000 tested, 0.26% active. AID 651602, 2012; in the data active = inhibition above about 11%
PfHsp90 yeast 2 – growth inhibition of PfHsp90-expressing yeast, primary screen, antimalarial PfHsp90 inhibitor project, S. cerevisiae, BacTiter-Glo luminescence, single point, set 2; 310,000 tested, 0.32% active; AID 504621, 2011; inhibition, % at 9.4 µM; BacTiter-Glo ATP, 48 h; yeast lacking PDR1 and PDR3 efflux regulators;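 active = every replicate shows inhibition above about 80%, whatever the replicate mean, limit read from the data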;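 note: 0% = DMSO neutral controls and 100% = 20 µM radicicol positive controls; yeast relying on Plasmodium falciparum Hsp90 in place of its own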
DSG3 Ab inh – inhibitors of pemphigus antibody binding to DSG3, primary screen, biochemical, bead-based, flow cytometry, scFv-GFP; Desmoglein-3 (Homo sapiens), P32926; 310,000 tested, 0.48% active; binding (percent of control), % at 10 µM; DSG3-coupled beads, scFv-anti-DSG3-GFP binding; stronger effect = lower value;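 active = binding more than 3 SD below its plate's average and above zero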;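 note: hits lower antibody fragment binding to DSG3; some compounds called inactive have numbers as strong as hits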
Tat transport – E. coli Tat export inhibitors, primary screen, MC4100, TorA-mCherry reporter, fluorescence, single point; inhibition, % at 10 µM; 340,000 tested, 0.036% active; AID 488895, 2010;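 active = mean replicate inhibition at least 50% and at least half of replicates individually reaching 50%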;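 note: exported cargo escapes ClpAP degradation while cytoplasmic cargo is degraded and loses fluorescence; 0% = median of neutral control wells and 100% = median of NaSCN control wells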
OPRM1-OPRD1 inv – inverse agonists of MOR-DOR heterodimerization, primary screen, cell-based, luminescence | Mu-type opioid receptor (Homo sapiens) + Delta-type opioid receptor (Homo sapiens), … | cell-based MOR-DOR heterodimer luminescence, inverse agonism | inhibition, % at 9.3 µM | 340,000 tested, 0.21% active; in the data active = inhibition above about 22%, passing the limit was not always enough;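 note: 0% = cells with DMSO and 100% = wells without cells with DMSO; values of inactives mirror those of a sister screen read the other way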
PKA-R1A activ – activators of PKA-R1A holoenzyme, primary screen, biochemical, fluorescence polarization, Cy5-IP20, bovine R1A, mouse PKAc | 340,000 tested, 0.083% active | PKA-R1A dissociation; scaled: DMSO 0%, 113 µM cGMP 100% | cAMP-dependent protein kinase type I-alpha regulatory subunit (Bos taurus) + … | activation, % at 11.4 µM;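 active = percent activation above the mean of all tested compounds plus 3 SD, cut at about 19% in these data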;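 note: higher means more PKAc released from R1A so a rise in polarization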
Active calls of the source: *; / = not tested or not shown; & = joins results of further samples.

no.	Compound	Tat transport	phage Ecoli inh	OPRM1-OPRD1 inv	Mot1-301 SUMO	PKA-R1A activ	Arr AP2 block	Ecoli viability	AddAB inh	DSG3 Ab inh	MOR-DOR ag	PfHsp90 yeast 2
1	Nc1ccc(-c2ccc(N)cc2C(F)(F)F)c(C(F)(F)F)c1	-4	3.8	10	-3	-8	4	-2.6	4.5	101	-2.3	-12
2	CC(C)OC(=O)c1nnn(-c2nonc2N)c1CN1CCCCCC1	-9	-0.8	-7	-19	6	2	-0.1	1.6	85	1.3	8
3	O=C(CN1C2=NCCCN2c2ccccc21)c1cccs1	-6	-3.6	14	-3	-9	9	-0.4	2.5	97	-3.1	/
4	COc1ccc(-c2nc3c4ccccc4ccn3c2CN2CCCCC2)cc1OC	-3	-0.9	7	-11	0	-2	1.1	-1.4	95	-1.3	6
5	COc1cccc2cc(C(=O)N3CCN(C(=O)c4ccccc4)CC3)c(=O)oc12	0	2.9	5	-3	-5	-3	-0.7	-1.2	107	-0.8	-1
6	C=CCn1c(SCC(=O)Nc2ccc(Cl)cn2)nnc1C1CC1	2	0.8	17	-8	-3	-12	0.2	1.6	108	-5.3	-14
7	CO/N=C/c1ccc(N2CCN(C(=O)c3cccc(Cl)c3)CC2)c([N+](=O)[O-])c1	2	1.7	-3	17	-4	3	0.8	1.8	105	0.7	/
8	COc1ccccc1N(C(=O)Cn1nnc2ccccc21)C(C(=O)NCc1ccco1)c1ccc(C)o1 (stereo unspecified)	0	0.2	4	-12	-11	9	0.4	0.1	97	-1.0	22
9	CC1(C)CC(NC(=O)Cc2ccc(Cl)cc2)CC(C)(C)N1	-7	1.6	3	211	-3	-1	1.0	0.8	120	-0.7	-18
10	NCCCC[C@H]1CNC(=S)N1CC1(c2ccccc2)CC1	-6	1.9	10	-7	-5	-6	-0.3	4.1	106	-1.6	-5
11	Cc1cc(C(=O)NC2CCCc3ccccc32)no1 (stereo unspecified)	7	1.7	2	12	3	-10	1.3	0.8	102	-0.3	10
12	COc1ccc(NC(=O)C2(c3ccccc3)CCCC2)cc1	0	1.8	9	133	-4	2	3.6	1.9	104	-1.8	6
13	CCC(C(=O)N/N=C(\C)c1cccnc1)c1ccccc1 (stereo unspecified)	0	0.8	5	-4	11	27	2.1	2.5	101	-0.9	19
14	COc1ccc(NC(C)=O)cc1NC(C)c1nc2sc(C)c(C)c2c(=O)[nH]1 (stereo unspecified)	3	2.0	-4	1	-5	-8	-2.0	-3.1	99	0.7	4
15	CCOC(=O)C1(C/C(C)=N/NC(N)=O)CC(C)(C)OC1=O (stereo unspecified)	-5	3.3	15	40	-13	20	-0.1	0.7	85	-3.0	0
16	Cc1nn(C)c(C(=O)NC(=S)Nc2ccc([N+](=O)[O-])cc2)c1Cl	6	3.4	15	/	-17	11	/	/	96	-3.0	6
17	CCCCNC(=O)c1sc2nc(C)cc(COC)c2c1-n1cccc1	3	0.3	-12	8	0	12	-1.4	0.8	102	2.5	/
18	Cc1ccc(NC(=O)COC(=O)CCc2c[nH]c3ccccc23)c(C)c1	-4	1.7	-1	16	4	18	-0.5	2.5	100	0.3	12
19	Cc1c(C(=O)N2CCN(CCc3ccccc3)CC2)oc2ccccc12	22	1.7	-21	707*	-7	5	2.9	0.9	109	3.6	-28
20	COc1ccc(N(CC(=O)Nc2ccc(C(N)=O)cc2)S(=O)(=O)c2ccc(C)c([N+](=O)[O-])c2)cc1	-4	3.1	6	10	7	10	-0.6	-1.5	103	-1.1	-10
21	COC(=O)c1ccc(/C=N/NC(=O)CC(=O)NCc2cccnc2)cc1	-5	3.5	/	7	/	36	-1.8	-1.2	103	/	9
22	CC(=O)Nc1cccc(NC(=O)COC(=O)CO/N=C(\C)c2ccc3c(c2)OCO3)c1	3	2.0	3	4	10	5	-1.1	-0.3	/	-0.5	-5
23	Cc1ccc(C)n1-n1cnc2sc3c(c2c1=O)CCC3	-1	0.6	-3	-1	-11	7	0.9	1.3	103	0.6	6
24	COC(=O)c1cc(C(=O)OC)n(Cc2ccc(F)cc2)n1	-5	-0.9	0	43	1	2	0.7	-0.4	109	0.0	6
25	OC(CN1CCCCC1)Cn1c2ccc(Cl)cc2c2cc(Cl)ccc21 (stereo unspecified)	3	2.5	-21	38	7	-9	-1.8	-0.6	97	4.0	2
26	Cc1[nH]nc2c1-c1nc3ccccc3nc1C(C)(C)C2	5	0.3	1	17	13	31	-2.4	-0.6	/	-0.2	/
27	Cc1ccccc1NC(=O)c1ccc2c(c1)OCCO2	-5	3.2	10	73	-11	1	-1.9	-3.4	94	-2.1	-2
28	CCOC(=O)C[n+]1ccc2c([nH]c3ccccc32)c1C	0	3.0	-1	13	-6	29	-1.1	2.3	118	0.2	-27
29	CCC(C)c1ccccc1NC(=O)COc1ccc(-c2nnco2)cc1 (stereo unspecified)	17	0.4	-19	/	7	0	/	/	97	3.0	7
30	NC(=O)COc1ccc(C(=O)NCC2(N3CCOCC3)CCCCC2)cc1	8	0.9	3	-3	0	0	-2.3	-0.5	/	-0.8	-38
31	COc1ccccc1-c1ccc(/C=C2/C=C(C)OC2=O)o1	-9	1.7	-14	379	0	2	2.4	5.3	/	2.7	-30
32	O=C(COC(=O)/C=C/c1ccc(C(F)(F)F)cc1)NCc1ccco1	-3	2.7	4	-1	6	10	-1.1	-0.3	101	-0.8	-8
33	CCc1c(C)nc(N2CCN(c3ccc(F)cc3)CC2)[nH]c1=O	-2	0.3	16	-17	4	-22	/	/	112	-3.4	15
34	COc1cc2c(cc1NC(=O)CN(C)Cc1ccc(OC)c(OC)c1)oc1ccccc12	7	2.8	-8	172	-7	18	-0.5	2.0	99	1.2	-1
35	Cc1nc(SCC(=O)N(CC(C)C)C2CCS(=O)(=O)C2)c(C#N)c(C)c1C (stereo unspecified)	4	2.9	6	/	-5	-3	/	/	98	-0.9	/
36	Cc1ccc(NC(=O)CSc2nnc(CCNC(=O)OC(C)(C)C)o2)c(C)c1	-4	1.7	1	4	7	-1	1.2	1.8	104	-0.2	-32
37	CCOc1ccc(N(CC(=O)N/N=C/c2ccc(OC(C)C)cc2)S(C)(=O)=O)cc1	3	3.9	-9	1	-4	7	0.0	3.0	100	1.5	-9
38	O=C1CC(c2ccc(O)cc2)Oc2cc(O)cc(O)c21 (stereo unspecified)	4	4.4	5	-21&5	-8	-1	-3.4	-2.7	106	-0.9	-8
39	Cc1ccc(N2C(=O)C3C(C(=O)c4ccccc4)=NN(c4ccccc4)C3C2=O)cc1 (stereo unspecified)	-4	2.9	15	0	2	13	0.0	1.0	83	-3.0	28
40	CN(C(=O)c1ccco1)c1nc2c(s1)CCCC2	-2	3.7	-14	-15	-5	7	0.7	6.1	99	2.4	-1
41	CCOC(=O)Nc1c(C(=O)OC)[nH]c2cccc(OC)c12	0	1.2	1	-16	3	2	1.0	-2.0	105	-0.2	-1
42	Cc1ccc2cc(/C=N/NC(=O)c3ccccc3O)c(Cl)nc2c1	4	3.0	6	0	-3	-4	0.0	4.2	101	-1.4	0
43	CN(C)C(=O)c1cc(C(=O)c2ccccc2Cl)c[nH]1	0	3.4	14	-4	14	7	-3.7	-0.9	110	-2.7	32
44	CC(C)c1ccc(NC(=O)COC(=O)c2ccc(CN3CCCC3=O)cc2)cc1	1	1.5	4	0	1	-9	-1.6	0.4	112	-0.9	-27

Complete entries, looked up by structure.
`Cc1ccc2cc(/C=N/NC(=O)c3ccccc3O)c(Cl)nc2c1` across the screens: Tat transport: 4; phage Ecoli inh: 3.0; OPRM1-OPRD1 inv: 6; Mot1-301 SUMO: 0; PKA-R1A activ: -3; Arr AP2 block: -4; Ecoli viability: 0.0; AddAB inh: 4.2; DSG3 Ab inh: 101; MOR-DOR ag: -1.4; PfHsp90 yeast 2: 0
`CN(C)C(=O)c1cc(C(=O)c2ccccc2Cl)c[nH]1` across the screens: Tat transport: 0; phage Ecoli inh: 3.4; OPRM1-OPRD1 inv: 14; Mot1-301 SUMO: -4; PKA-R1A activ: 14; Arr AP2 block: 7; Ecoli viability: -3.7; AddAB inh: -0.9; DSG3 Ab inh: 110; MOR-DOR ag: -2.7; PfHsp90 yeast 2: 32

Reformatted: 3 of the compounds above.
Values run as follows: Tat transport | phage Ecoli inh | OPRM1-OPRD1 inv | Mot1-301 SUMO | PKA-R1A activ | Arr AP2 block | Ecoli viability | AddAB inh | DSG3 Ab inh | MOR-DOR ag | PfHsp90 yeast 2
[43] CN(C)C(=O)c1cc(C(=O)c2ccccc2Cl)c[nH]1
    0 | 3.4 | 14 | -4 | 14 | 7 | -3.7 | -0.9 | 110 | -2.7 | 32
[44] CC(C)c1ccc(NC(=O)COC(=O)c2ccc(CN3CCCC3=O)cc2)cc1
    1 | 1.5 | 4 | 0 | 1 | -9 | -1.6 | 0.4 | 112 | -0.9 | -27
[41] CCOC(=O)Nc1c(C(=O)OC)[nH]c2cccc(OC)c12
    0 | 1.2 | 1 | -16 | 3 | 2 | 1.0 | -2.0 | 105 | -0.2 | -1
